Source: PubChem
ROC1-CUL1 inh – inhibitors of human ROC1-CUL1 ubiquitin ligase activity; E3 ubiquitin-protein ligase RBX1 (Homo sapiens) + Cullin-1 (Homo sapiens), P62877+Q13616; in vitro K48 di-Ub FRET, acceptor:donor ratio, 45 min; inhibition, % at 10 µM; hit rate 0.6% among 140,000; AID 1347404, 2020; in the data active = inhibition above about 25%
Target sequence (P62877 whole entry, looked up): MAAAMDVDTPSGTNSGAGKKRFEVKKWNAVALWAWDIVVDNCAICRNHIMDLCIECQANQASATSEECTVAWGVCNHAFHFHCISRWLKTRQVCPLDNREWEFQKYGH
Target sequence (Q13616 whole entry, looked up): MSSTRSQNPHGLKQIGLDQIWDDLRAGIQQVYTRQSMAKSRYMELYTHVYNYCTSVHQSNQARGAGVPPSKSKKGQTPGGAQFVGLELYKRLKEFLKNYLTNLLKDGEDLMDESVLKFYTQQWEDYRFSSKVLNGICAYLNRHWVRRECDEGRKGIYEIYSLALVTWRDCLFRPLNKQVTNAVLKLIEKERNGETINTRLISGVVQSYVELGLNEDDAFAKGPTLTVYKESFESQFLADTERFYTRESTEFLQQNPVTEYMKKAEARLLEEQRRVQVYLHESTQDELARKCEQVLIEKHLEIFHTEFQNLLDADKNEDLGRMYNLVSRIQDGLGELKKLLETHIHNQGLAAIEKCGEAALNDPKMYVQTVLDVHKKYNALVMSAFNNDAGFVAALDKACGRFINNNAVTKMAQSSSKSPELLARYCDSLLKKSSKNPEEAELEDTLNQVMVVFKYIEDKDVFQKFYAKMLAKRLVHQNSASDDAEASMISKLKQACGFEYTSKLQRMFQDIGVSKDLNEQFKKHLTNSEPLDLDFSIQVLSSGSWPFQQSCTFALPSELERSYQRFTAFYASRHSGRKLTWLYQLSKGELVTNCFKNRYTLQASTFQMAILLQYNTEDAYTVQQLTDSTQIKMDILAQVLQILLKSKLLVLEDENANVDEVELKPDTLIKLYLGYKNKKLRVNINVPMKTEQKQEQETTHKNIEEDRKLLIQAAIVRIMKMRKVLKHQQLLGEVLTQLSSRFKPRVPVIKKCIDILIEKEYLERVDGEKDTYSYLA
An asterisk follows results filed as active. Some of the compounds tested, so the mix of outcomes need not match the whole.

Start of the data: the first 2 records (preview)
SMILES | ROC1-CUL1 inh
COc1ccc(C(CNC(=O)Cc2ccc(Cl)cc2)N2CCOCC2)cc1 (configuration not stated) | 2
COc1ccccc1NC(=O)CSc1ncc2c(n1)-c1ccccc1N(Cc1ccccc1C)S2(=O)=O | 1

Results, from the start:
SMILES | ROC1-CUL1 inh
COc1ccc(C(CNC(=O)Cc2ccc(Cl)cc2)N2CCOCC2)cc1 (configuration not stated) | 2
COc1ccccc1NC(=O)CSc1ncc2c(n1)-c1ccccc1N(Cc1ccccc1C)S2(=O)=O | 1
O/N=C(\c1ccccc1)C12C3C4C1C1C2C3C1(Br)C41OCCO1 (configuration not stated) | 7
O=C(COc1ccc(Br)cc1)n1c(SCc2ccccc2)nc2ccccc21 | 3
COc1ccc(NC(c2nnc(-c3ccccc3)o2)c2ccccc2F)cc1Cl (configuration not stated) | -2
CN(C)Cc1cccc(Sc2cccc(O)c2)c1 | 9
Cc1ccc(C)c(NC(=O)Cn2cc(S(=O)(=O)NC(C)C)c(S(=O)(=O)NC(C)C)c2)c1 | 8
O=[N+]([O-])c1ccc2c(c1)C=Cc1ccccc1S2 | 2
COc1ccc(CNC(=O)C2CCCN(c3nc(C)c4ccc(S(C)(=O)=O)cc4n3)C2)c(OC)c1 (configuration not stated) | -3
COC(=O)c1c(-c2ccccc2)[nH]c(-c2cccc3ccccc23)c1C(=O)OC | -4
Cc1ccc(O)c(-c2n[nH]c3c2C(c2ccccc2F)N(Cc2ccco2)C3=O)c1 (configuration not stated) | -7
COc1ccc(-n2c(=O)c3ccccc3n(CC(=O)Nc3ccccc3OC)c2=O)cc1 | 0
CCS(=O)(=O)N1CCc2cc(C(=O)Nc3cccc(NC(C)=O)c3)ccc21 | 0
O=C(Nc1ccc(C(=O)OCc2cc(=O)n3ccsc3n2)cc1)c1cccc(F)c1 | -4
Fc1ccc(N2CCN(C(=S)SCCCCOc3ccccc3)CC2)cc1 | -1
CCOCCCNC(=O)c1ccccc1Cl | 6
COc1ccc(NC(=O)c2c(C)oc3ccc(O)c(CN4CCCCCC4)c23)cc1 | 4
Cc1ccc(S(=O)(=O)N=C2C=CC(=O)C(Br)=C2)c(C)c1 | 24
c1ccc(COC2CCN(c3cc(C4CCCNC4)ncn3)CC2)nc1 (configuration not stated) | 11
COc1ccc(C2=NN(S(C)(=O)=O)C(c3cc(OC)ccc3OC)C2)cc1 (configuration not stated) | 10
CC(C)C(=O)N1CCN(c2ccc(Cl)cc2NC(=O)c2ccco2)CC1 | -3
CCC(Sc1nc(-c2ccccc2)cc(-c2ccccc2)n1)C(=O)NC(C)c1ccccc1 (configuration not stated) | -2
O=C(/C=C/c1ccc(Cl)cc1)N1CCC(c2nc3ccccc3o2)CC1 | 8
Cc1ccc(N2C(=O)/C(=C/c3ccc(C(=O)O)cc3)SC2=S)cc1C | -3
Cc1c(C)c(C2C3=C(CC(C)(C)CC3=O)OC(=N)C2C#N)c(C)c(C)c1COc1ccc(F)cc1 (configuration not stated) | 4
O=C(Nc1ccccn1)c1ccc2nc(-c3ccccc3)c(-c3ccccc3)nc2c1 | -1
CC(C)(C)c1ccc(C2=NC(C)(C)N(CC(=O)Nc3ccc(F)c(F)c3)C2=O)cc1 | -16
COc1ccc(-c2cc(-c3ccc(C)cc3)nc3sc(C(=O)Nc4c(C)cc(C)cc4C)c(N)c23)cc1 | -9
Cc1ccc(S(=O)(=O)Nc2nc(C)cs2)cc1 | -2
Cc1cc(OCCn2cc(C(=S)N3CCOCC3)c3ccccc32)ccc1Cl | -3
O=C1NC(=O)N(c2ccccc2)C(=O)C1C=NN1C(=O)c2cccc3c(Br)ccc(c23)C1=O (configuration not stated) | -2
CCN1C(=O)C2C(=NC1=S)c1ccccc1CC2(C)C (configuration not stated) | -4
CC(=NCc1cccc(Cl)c1)C1N=C(c2ccccc2)OC1=O (configuration not stated) | -2
CCCN1CCC(NC(=O)c2cc(F)c(F)cc2Cl)CC1 | 5
O=C(NCc1nc(NCc2cccc(C(F)(F)F)c2)c2ccccc2n1)c1ccnc(Cl)c1 | -8
CCN(CC)C(=O)c1sc(NC(=O)c2nc3ncccn3n2)c(C(=O)OC)c1C | -4
CCOC(=O)c1cccc(NC(=O)c2ccccc2OC)c1 | -2
CCC(CC)C(=O)N1CCN(S(=O)(=O)c2ccc(C)c(C)c2)CC1 | -11
CCC(=O)NC(=S)Nc1ccc(O)cc1 | -1
CCCC12CN3CC(C)(CN(C1)C3C(O)C(O)C(O)CO)C2=O (configuration not stated) | 11
CCOc1ccccc1NC(=O)CN(C)S(=O)(=O)c1ccc2nc(C)sc2c1 | -1
Cc1sc(NC(=O)CSc2ncn(-c3ccccc3)n2)nc1-c1ccccc1 | 2
Nc1nonc1C(=O)NCCNS(=O)(=O)c1ccc(F)cc1 | 18
COc1ccc(NC(=O)CSc2nc3c([nH]c4ccccc43)c(=O)n2C)cc1 | -2
COc1ccc([N+](=O)[O-])cc1NS(=O)(=O)c1cc(Cl)ccc1Cl | -4
CCN(CC)C(=O)C1CCN(c2cc(C)nc3c(-c4ccc(OC)c(OC)c4)c(C)nn23)CC1 | 13
O=C(O)c1ccc(C23CC4CC(CC(C4)C2)C3)o1 | 1
Clc1ccc(-c2n[nH]c3c2CN(CC2CC2)CC3)cc1 | -9
COC(=O)CN1C(=O)S/C(=C/c2cc(Cl)cc(I)c2O)C1=O | 10
CCOC(=O)c1nn(-c2ccc(Cl)cc2Cl)c(N)c1C#N | -6

Additional structures.
SMILES | ROC1-CUL1 inh
CCOC(=O)c1ccc(NC(=S)N2CCN(CCN=C3CC(=O)CC(C)(C)C3)CC2)cc1 | -6
CCc1cc(C(=O)NCc2c(C)ncc3c2CCN(C(=O)c2cccc(-c4ccco4)c2)C3)no1 | 3
C[C@@H]1CN(C(=O)c2nc3sccn3c2CN2CCC(c3ccncc3)CC2)C[C@H](C)O1 | 17
CN1CCCN(C(=O)c2ccc(-c3ccccc3)cc2)CC1 | 3
Cc1sc2ncnc(N3CCN(c4ccccc4F)CC3)c2c1C | -9
O=C(Nc1ccccc1F)c1ccc(CN2CCCCC2)cc1 | 2
COc1ccc(C2=NN(CC(=O)NCc3ccccc3Cl)C(=O)CC2)cc1 | -13
COc1ccc(Br)cc1CNC(=O)CCCn1c(=O)c2cccn2c2cccnc21 | -3
Cc1ccc(-c2cc(CC#N)n(-c3ccccc3)n2)cc1 | 4
Cc1cccc(C(=O)NC(C)c2cnc(-c3ccncc3)nc2C)n1 (configuration not stated) | 4

Ordered by value in ROC1-CUL1 inh (low to high): 7 from the list above.
SMILES | ROC1-CUL1 inh
COc1ccc(C2=NN(CC(=O)NCc3ccccc3Cl)C(=O)CC2)cc1 | -13
Cc1sc2ncnc(N3CCN(c4ccccc4F)CC3)c2c1C | -9
CCOC(=O)c1ccc(NC(=S)N2CCN(CCN=C3CC(=O)CC(C)(C)C3)CC2)cc1 | -6
COc1ccc(Br)cc1CNC(=O)CCCn1c(=O)c2cccn2c2cccnc21 | -3
O=C(Nc1ccccc1F)c1ccc(CN2CCCCC2)cc1 | 2
CN1CCCN(C(=O)c2ccc(-c3ccccc3)cc2)CC1 | 3
Cc1ccc(-c2cc(CC#N)n(-c3ccccc3)n2)cc1 | 4

(further entries)
SMILES | ROC1-CUL1 inh
CCN1C(=O)C2(c3ccccc31)c1c(oc3ccc(F)cc3c1=O)C(=O)N2CCCOC (configuration not stated) | -2
Cc1nn(C)cc1/C=N/NC(=O)C(C)(C)Oc1ccc(Cl)cc1 | -3
Cc1cc(=S)nc(-c2ccccc2)[nH]1 | 1
CCCN(C(=O)c1ccc2c(=O)n3c(nc2c1)CCCCC3)c1cccc(Cl)c1 | 6
CN(C)CCOCCOC(c1ccccc1)c1ccccc1C(F)(F)F (configuration not stated) | 1
COc1ccc2[nH]c3c(c2c1)CCC/C3=N\N | -1
CCOc1ccc(N(CC(=O)N2CCN(C(c3ccccc3)c3ccccc3)CC2)S(=O)(=O)c2ccccc2)cc1 | 5
Cc1ccc(NS(=O)(=O)Cc2ccc(F)cc2)c(C)c1 | 14
CC1=C(C#N)C(=O)N(CCO)C(=O)C1N=Nc1ccc(Cl)cc1 (configuration not stated) | 7
Cc1c(C(=O)Nc2ccccn2)c(C(=O)Nc2ccccc2)nn1-c1ccc(Cl)cc1 | -10
Cc1ccnc(N=Cc2cc3c(cc2O)OC(=N)C(C#N)C3c2ccccc2)c1 (configuration not stated) | 2
CC1=NC2=NC(=O)/C(=C/c3ccc(Br)cc3)N2C(=O)C1 | 79*
CN(C)c1ccc(C2C3=C(CC(c4ccccc4)CC3=O)OC(=N)C2C#N)cc1 (configuration not stated) | -14
COC(=O)[C@@H](NC1CCCN(c2nc(C)c3ccc(S(C)(=O)=O)cc3n2)CC1)c1ccccc1 (some centres not stated) | 6
CC(C)c1cc(C(=O)N2CCN(Cc3ccc(F)cc3)CC2)cs1 | 3
O=C(O)CCC1NC(=O)N(C2CCCCC2)C1=O (configuration not stated) | 10
CCOC(=O)c1ccc(N2C(=O)C3CC=CCC3C2=O)cc1 (configuration not stated) | 2
Cc1ccc2nc(-c3ccc(Cl)s3)c(Nc3ccc4c(c3)OCCO4)n2c1 | -8
CCOC(=O)c1cnn(-c2cc(Oc3ccccc3)ncn2)c1N | 4
COCC(=O)Nc1cc(C)ccc1O | 16
CC(C)COc1ccc(C(=O)N(Cc2ccc(N(C)C)cc2)Cc2ccco2)cc1 | -13
C/C(=N\Nc1ccc([N+](=O)[O-])cc1[N+](=O)[O-])c1ccc(-c2ccccc2)cc1 | 7
CCOC(=O)c1cccc(NS(=O)(=O)c2cc(Br)cc3c2N(C(=O)C2CC2)CC3)c1 | -7
CC(C)c1nc(CNCc2c(C(=O)N3C[C@@H](C)O[C@@H](C)C3)nc3sccn23)cs1 | 0
Cc1ccc(-c2cc(N)n(-c3ccc(C)cc3)n2)cc1 | -6
CCc1ccc(CN(Cc2ccco2)c2cnc(S(C)(=O)=O)nc2C(=O)Nc2ccccc2Cl)cc1 | -9
COc1ccc(NC(=O)c2nn3c(c2Cl)NC(c2ccc(Br)cc2)CC3C(F)(F)F)c(OC)c1 (configuration not stated) | -6
COc1cc(OC)cc(C(=O)Nc2ccc(S(=O)(=O)Nc3cccc(Cl)c3)cc2)c1 | -2
COC(=O)c1sccc1S(=O)(=O)N(CC(=O)NCc1ccc(F)cc1)c1ccc(C)c(C)c1 | -9
O=C(Nc1nccs1)C1CC(=O)N(c2ccccc2Cl)C1 (configuration not stated) | 7
COc1cc(C)ccc1OCc1nc(C(=O)NC2CCCC2)co1 | -5
O=C(Nc1cnn(Cc2ccc(Cl)c(Cl)c2)c1)c1cn(-c2ccccc2)nc1-c1ccccc1 | 2
O=S(=O)(NCc1ccc(F)cc1)c1ccc(Cl)cc1 | 9
Cc1cccc(NC(=O)c2ccco2)c1C | -3
O=C(NCCSCc1ccco1)c1ccc(C2SCC(=O)N2Cc2ccccc2)cc1 (configuration not stated) | 3
CCCCOC(=O)CSc1nnc(-c2ccc(C)cc2)o1 | 0
COc1ccc(/C=C2\CCc3ccc(OC)cc3C2=O)c(OC)c1 | -3
COc1cc(OC)c(C(=O)Nc2ccc(C(C)=O)cc2)cc1OC | -1
CCOc1cc(-c2ccc(OC(=O)c3ccccc3F)cc2)cc(=O)c2c(C)oc(C)c12 | 2
CC(C)n1c(-c2ccc(C(=O)N3CCN(C)CC3)cc2)nc2ccccc21 | 3
COC(=O)n1cnc2c(=O)[nH]cnc21 | 6
O=C(Nc1ccc2nc(SC(c3ccccc3)c3ccccc3)sc2c1)c1ccccc1F | -4
CCOc1ccc(C2CC(=O)NC3=C2C(=O)CC(C)(C)C3)cc1OC (configuration not stated) | 2
Cc1cc(C)c2c3c(sc2n1)C(c1cccc(Cl)c1)C(C#N)C(=N)O3 (configuration not stated) | -4
O=C(NCCOc1cccnc1)C1CCC(=O)N(CCc2ccccn2)C1 (configuration not stated) | 9
CCOC(=O)c1cc2c([nH]c1=O)CC(c1ccc(OC)cc1)CC2=O (configuration not stated) | 5
CN(C(=O)c1cc2nc(-c3ccc(Cl)cc3)cc(C(F)(F)F)n2n1)c1ccc(OC(F)(F)F)cc1 | 2
S=C(Cc1cccnc1)N1CCOCC1 | -2
CC(=O)c1ccc(NC(=O)CSc2nnc(N)s2)cc1 | 2
O=C(COc1ccc(Br)cc1Br)Nc1ncn[nH]1 | 6

More results.
SMILES | ROC1-CUL1 inh
CC(C)(C)NS(=O)(=O)Cc1ccc(Cl)cc1Cl | 8
COCCNC(=O)CN1C(=O)COc2ccc(S(=O)(=O)N3CCOCC3)cc21 | -4
c1ccc(Nc2ccc(-n3cccc3)cc2)cc1 | 2
CC(C)CC(=O)C(=O)N1CCC(C2(c3ccccn3)NC(=O)N(CCc3cccs3)C2=O)CC1 (configuration not stated) | 9
CCCOc1cccc(C2C(C(=O)c3ccc(F)cc3)C(=O)C(=O)N2CCCN(CC)CC)c1 (configuration not stated) | 11
O=C1c2ccccc2C(=O)N1n1c(COc2ccccc2)nc2ccccc2c1=O | 0
O=C(NCCCO)C1CCN(c2nc(-c3ccccc3)nc3c2CCC3)CC1 | 2
CC(=O)Nc1ccc(NC(=O)c2ccc3c(c2)CCN3S(=O)(=O)c2ccc(Cl)cc2)cc1 | -7
CN(CCc1ccccc1)C1CCN(c2ccc(C(=O)NCCN3CCOCC3)cc2)CC1 | 5
COc1ncc(CN2CCCC2c2ccc(C(=O)Nc3cccnc3)s2)cn1 (configuration not stated) | 9

For reference, part of the list above.
SMILES | ROC1-CUL1 inh
CC(C)(C)NS(=O)(=O)Cc1ccc(Cl)cc1Cl | 8
COCCNC(=O)CN1C(=O)COc2ccc(S(=O)(=O)N3CCOCC3)cc21 | -4
c1ccc(Nc2ccc(-n3cccc3)cc2)cc1 | 2
CC(C)CC(=O)C(=O)N1CCC(C2(c3ccccn3)NC(=O)N(CCc3cccs3)C2=O)CC1 (configuration not stated) | 9
CCCOc1cccc(C2C(C(=O)c3ccc(F)cc3)C(=O)C(=O)N2CCCN(CC)CC)c1 (configuration not stated) | 11
O=C1c2ccccc2C(=O)N1n1c(COc2ccccc2)nc2ccccc2c1=O | 0
